Compound activity from PubChem.
KCNQ2 inh = KCNQ2 channel blockers in CHO-K1 cells – cell-based, FluxOR thallium flux, B-score, primary screen (AID 2156) | O88943 | 20 min; stronger effect = lower value | B-score at 10 µM | actives 1.1% (n = 310,000);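 active = fluorescence ratio B-score at most minus 3 library SDs, with starting brightness B-score within 2 library SDs, cut at about -5.5 in these data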
Kir21 inh = blocks the mouse Kir2.1 inward-rectifier potassium channel; AID 1672; HEK293-Kir2.1, FluxOR thallium flux fluorescence; stronger effect = lower value; B-score at 10 µM; actives 0.85% (n = 310,000);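 active = fluorescence ratio B-score at or below minus 3 SD of library scores, with starting-brightness B-score within 2 SD, cut at about -4.2 in these data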;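 note: channel flux triggered by added potassium and thallium sulfate stimulus; B-score of peak minus minimum fluorescence over baseline after thallium stimulus; more negative B-score means stronger Kir2.1 block with less thallium influx; some compounds called inactive have numbers as strong as hits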
Target sequence (P35561 whole entry, looked up): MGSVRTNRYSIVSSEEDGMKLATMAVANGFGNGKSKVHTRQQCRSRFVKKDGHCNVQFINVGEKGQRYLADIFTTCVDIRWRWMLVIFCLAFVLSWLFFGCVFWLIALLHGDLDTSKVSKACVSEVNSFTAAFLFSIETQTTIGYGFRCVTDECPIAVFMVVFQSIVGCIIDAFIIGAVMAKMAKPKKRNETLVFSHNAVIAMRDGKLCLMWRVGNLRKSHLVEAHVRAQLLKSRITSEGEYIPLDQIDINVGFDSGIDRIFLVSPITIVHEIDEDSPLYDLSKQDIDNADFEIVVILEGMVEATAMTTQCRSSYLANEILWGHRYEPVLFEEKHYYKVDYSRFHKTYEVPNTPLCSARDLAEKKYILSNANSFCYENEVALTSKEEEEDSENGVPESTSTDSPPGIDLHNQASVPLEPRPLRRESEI
Starred values were filed as active, the others as inactive; i = inactive.

KCNQ2 inh,Kir21 inh,smiles
i,1.5,COc1ccc(CNC(=O)c2cncc(Br)c2)cc1
i,-1.3,CSc1nnc2c3cc(F)ccc3n(C)c2n1
i,1.4,COc1ccc(C(=O)Nc2ccc(S(=O)(=O)NC(C)C)cc2)cc1
i,1.2,N=C1/C(=C\c2ccc(Br)o2)C(=O)N=C2SC(CC(=O)N3CCOCC3)=NN12
i,0.12,Cc1nn(C)c(C)c1NS(=O)(=O)c1ccc(Cl)cc1
i,0.08,COCC(=O)Nc1c(C(=O)Nc2ccccc2OC)oc2ccccc12
i,-0.56,Cc1ccn(CC(=O)N2CCCC(N3CCN(c4ccc(F)cc4)CC3)C2)n1 (stereo not drawn)
i,-0.39,Cc1ccc(C(=O)Nc2ccccc2C(=O)NCc2ccccc2)cc1
i,-0.08,COc1ccc(N(C(=O)c2cccnc2)S(=O)(=O)c2cc(OC)ccc2OC)cc1
i,0.32,O=C(Cn1cnc([N+](=O)[O-])c1)Nc1cc(Oc2ccc(Cl)cc2Cl)cc([N+](=O)[O-])c1
i,-0.97,CC(=O)Nc1cccc(C(=O)/C=C/c2ccc(C)cc2)c1
i,-0.55,CCOCC(=O)Nc1ccc(S(=O)(=O)N2CCC(c3nc4ccccc4[nH]3)CC2)cc1
i,0.79,CCOc1ccc(NC(=O)CC(Cc2cc(C)cc(C)c2)C(=O)O)cc1 (stereo not drawn)
i,-0.97,COc1ccc(OCC(=O)N2CCN(C(=O)c3ccc(F)cc3)CC2)cc1
i,-0.16,COC(=O)c1ccc(Cn2nnc3c(=O)[nH]c(C4CCN(S(=O)(=O)c5cc(C)ccc5C)CC4)nc32)cc1
i,1.1,O=C(CSc1nnc(-c2ccncc2)n1CC1CCCO1)Nc1ccccc1Cl (stereo not drawn)
i,1.2,COCc1cc(CN2CCN(C)CC2)c(O)c2ncccc12
i,-1.1,O=C(CSc1nc(NS(=O)(=O)c2ccccc2)cc(=O)[nH]1)Nc1ccccc1C(F)(F)F
i,-0.95,Cc1[nH]nc2ncc(C(=O)c3cc(Cl)cc(Cl)c3O)cc12
i,0.94,COc1ccc(NC(=O)N(C2CCCCC2)C2CCN(C(C)C)CC2)c(OC)c1
i,-0.79,O=C(CSc1nnnn1-c1ccccc1)CSc1nnnn1-c1ccccc1
i,1.4,COCCn1c(SCc2ccc(C)cc2)nc2c1c(=O)[nH]c(=O)n2C
i,-3.6,Cc1nnc(SCCn2c(N3CCN(C)CC3)nc3c2c(=O)n(C)c(=O)n3C)s1
i,0.46,COc1ccc(C(=O)NC(=S)Nc2ccc(S(=O)(=O)Nc3cc(OC)ncn3)cc2)cc1
i,-0.09,O=C(CSc1nccc(=O)[nH]1)N1c2ccccc2CCc2ccccc21
i,0.27,CCOC(=O)c1c(NC(=O)CNCC(O)CO)sc(C)c1C (stereo not drawn)
i,0.43,Cc1nc2sc3c(c2c(=O)n1NC(=O)CCl)CCCC3
i,0.33,O=C(c1cccc(F)c1)N1CCN(S(=O)(=O)c2ccccc2)CC1
i,1.1,Cc1ccc(S(=O)(=O)CC(=O)N2CCN(c3ccccc3F)CC2)cc1
i,-0.29,COc1cccc(-n2nc(-c3ccnn3-c3cccc(Cl)c3)c(=O)n(C)c2=O)c1
i,-1.3,CC1CC(=O)Nc2ccccc2N1S(=O)(=O)c1ccccc1 (stereo not drawn)
i,1.4,CN(CC(=O)Nc1ccccc1Br)C(=O)c1cc2c(s1)CCCCC2
i,2.4,O=C(CCSc1ccccc1)N1CCN(c2ccccc2)CC1
i,0.13,CC(=O)NC(=S)NNC(=O)CCc1ccccc1
i,-1.3,CC(C)=NNc1cc([N+](=O)[O-])cc2c1C(=O)N(C)S2=O (stereo not drawn)
i,-0.93,Cc1ccc(SCCNC(=O)c2cccc([N+](=O)[O-])c2C)cc1
i,1.8,O=c1c2ccccc2cnn1Cc1n[nH]c(=S)n1-c1ccc(Cl)cc1Cl
i,0.44,CCc1noc(C)c1C(=O)Nc1nc2c(C)cc(C)cc2s1
i,-0.76,COc1ccc(O)c(/C=N/Nc2nc(Nc3ccccc3)nc(-n3nc(C)cc3C)n2)c1
i,0.96,CC(=O)n1cc([C@@H]2C=C(C(=O)Nc3ccccc3)O[C@H](OCc3ccc(CO)cc3)C2)c2ccccc21
i,-0.08,O=C(Nc1cc(S(=O)(=O)N2CCCC2)ccc1Cl)C1=COCCO1
i,1.8,CCOC(=O)C1CCN(c2ccc(Cl)nn2)CC1
i,-0.34,CCOC(=O)c1ccc(NC(=S)NCc2ccc(F)cc2)cc1
i,-0.62,CCNC(=S)N1CCN(S(=O)(=O)c2ccccc2C(F)(F)F)CC1
i,-0.63,c1ccc(CCC2=NCCn3cccc32)cc1
i,-0.09,O=C(O)COc1ccc(/C=C/c2ccc3cccc([N+](=O)[O-])c3n2)cc1
i,1.6,CN1CCN2c3ncccc3Cc3ccccc3C2C1 (stereo not drawn)
i,-5.9*,CN(C)Cc1c(O)ccc2oc(Cc3ccccc3)cc12
i,0.15,CCc1cc2c(=O)c(-c3nc4ccccc4[nH]3)coc2cc1OC(=O)N1CCOCC1
i,0.18,CCN(CC)C(=O)CSc1n[nH]c(=S)n1N
i,0.72,CCN1C(=O)[C@H]2[C@@H](c3ccc(C)cc3)N3C(=O)N(c4ccccc4)C(=O)[C@@]3(Cc3ccc(Cl)cc3)[C@H]2C1=O
i,0.87,COc1ccc(C(=O)Nc2cc3c(cc2C(=O)O)OCCCO3)c(OC)c1
i,-1.4,CS(=O)(=O)c1ccc(Cl)c(NC(=O)COC(=O)CNC(=O)c2ccc3ccccc3c2)c1
i,0.27,COc1ccc(OC)c(S(=O)(=O)N2CCCC(C(=O)NCc3ccccn3)C2)c1 (stereo not drawn)
i,-0.06,CC(=O)N1CCOc2ccc(S(=O)(=O)N3CCC(C(=O)Nc4ccc(C)cc4C)CC3)cc21
i,-0.92,CCN(CC)CCN1C(=O)C(=O)/C(=C(/O)c2ccc(S(=O)(=O)N3CCOCC3)cc2)C1c1ccc(Cl)cc1 (stereo not drawn)
i,1,CC(C)(C)C(=O)N1CCN(CCN2C(=O)c3cccc4cccc(c34)C2=O)CC1
i,1.7,C=CCNC(=O)COc1cc(C)cc(C)c1C
i,0.43,CC(=O)COc1ccc2c(c1C)O/C(=C\c1ccco1)C2=O
i,-0.67,COc1ccc(/C=C/C(=O)Oc2cc(O)cc(O)c2)cc1

Other results.
KCNQ2 inh,Kir21 inh,smiles
i,0.99,CCOC(=O)NC1(C(F)(F)F)NC(=O)N(c2cccc(C(F)(F)F)c2)C1=O (stereo not drawn)
i,1.8,CSc1ccc(/C=C2\NC(=O)NC2=O)cc1
i,0.81,COc1ccc(/C=C(/NC(=O)c2ccco2)C(=O)NCCc2ccccc2)cc1
i,0.05,NC(=O)CCC1NC(=S)N(Cc2ccccc2)C1=O (stereo not drawn)
i,1.2,Cc1csc(=Nc2c(C)n(C)n(-c3ccccc3)c2=O)n1Cc1ccccc1
i,-0.05,CC1CC(C)CN(CCCNC(=O)c2ccc3nc(N4CCOCC4)sc3c2)C1 (stereo not drawn)
i,1.3,COc1ccc(/C=C/C(=O)O)cc1COc1cccc(C)c1
i,-0.37,Cc1ccc(S(=O)(=O)c2ccc(NC(=O)c3c(F)cccc3F)cc2)cc1
i,-2.1,CCc1ccccc1N(C(=O)c1snc(C(N)=O)c1N)C(C(=O)NCC1CCCO1)c1ccc(C)o1 (stereo not drawn)
-7.2*,2.7,CCOC(=O)C1C(=O)C=C(c2ccc(C)cc2)CC1c1ccccc1 (stereo not drawn)
i,1.1,COc1ccc(C(=O)N/C(=C\c2ccc([N+](=O)[O-])cc2)C(=O)NC(CCSC)C(=O)O)cc1 (stereo not drawn)
i,-1.4,Cc1ccc(NC2=NCC(=O)N2CCc2ccccc2)cc1C
i,1.2,O=C(O)C1CCC(Cn2c(SCc3cc(=O)n4cc(Cl)ccc4n3)nc3ccsc3c2=O)CC1 (stereo not drawn)
i,0.46,CCn1cc(C(=O)NCCc2ccccc2)c(=O)c2cc(F)c(N3CCN(C)CC3)cc21
i,-1,CC(NCc1cccnc1)c1ccccc1 (stereo not drawn)
i,-0.38,O=C(N/N=C/c1ccc(Cl)cc1)C(=O)N1CCCCCC1
i,1.9,CCc1cccc(C)c1N1C(=O)CC(C)(C)CC1=O
i,-0.13,Cc1ccc(N/N=C(/Sc2nnnn2-c2ccccc2)C(=O)c2ccccc2)cc1
i,0.02,COc1cccc(OC2OC3COC(C)(C)OC3C(O)C2NC(C)=O)c1 (stereo not drawn)
i,-2.7,COc1ccc(CNC(=O)C[C@H]2C(=O)N(Cc3ccccc3)C[C@@H]2Cc2ccccc2)cc1
i,0,COC(CNC(=O)c1ccc2c(c1)ncn2-c1cc(C)cc(C)c1)OC
i,-0.29,CN(c1ccccc1)c1nc(N)c([N+](=O)[O-])c(NCCO)n1
i,-1.2,CCc1ccc(NC(=O)c2cnccn2)cc1
i,-0.71,Cc1ccc(S(=O)(=O)Nc2c(C)n(C)n(-c3ccccc3)c2=O)c(C)c1
i,1.1,CCOCCOc1cccc(C(=O)NC(c2ccccc2)C(C)C)c1 (stereo not drawn)
i,0.04,Clc1ccccc1C1=CC(c2ccco2)n2nnnc2N1 (stereo not drawn)
i,-0.63,COc1cc(/C=C(\NC(=O)c2ccccc2)C(=O)NC(C(=O)O)c2ccccc2)cc(OC)c1OC (stereo not drawn)
i,0.78,O=c1c2ccccc2cnn1Cc1ccc(Br)cc1F
i,-0.56,CNS(=O)(=O)c1ccc2c(c1)oc(=O)c1cc(S(=O)(=O)NC)ccc12
i,0.74,CC(=O)OC[C@H]1O[C@@H](O/N=C(\C)CCN2CCCCc3nc(C)c(C)cc32)[C@H](OC(C)=O)[C@@H](OC(C)=O)[C@@H]1OC(C)=O
i,-1,COc1ccc(CCNC(=O)C(C)n2nc(C)c3c(C)n(-c4ccc(C)cc4)nc3c2=O)c(OC)c1 (stereo not drawn)
i,0.58,CCOc1ccc(/C=C/C(=O)c2ccccc2)cc1
i,0.29,CCC(CC)C(=O)Nc1nnc(S(=O)(=O)N2CCCCCC2)s1
i,-0.62,COc1cccc(C2=NN(C(=O)CCCC(=O)O)C(c3cccs3)C2)c1 (stereo not drawn)
i,1.1,CCOC(=O)c1cccc(NC(=O)Cn2cnc3c2c(=O)n(C)c(=O)n3C)c1
i,-0.97,COc1cc(CC(=O)Nc2ccc(N3CCOCC3)cc2)cc(OC)c1OC
i,-0.7,COc1ccc(C(=O)NCCCNC(=O)c2cnccn2)cc1Br
i,-0.28,COc1ccc(/C=N/NC(=O)c2ccccc2O)cc1CSc1ccccn1
i,1.4,CCOC(=O)c1ccc(NC(=S)NCCC2=CCCCC2)cc1
i,-0.16,O=C1N(c2ccccc2)C2CS(=O)(=O)CC2N1c1ccc(Br)cc1 (stereo not drawn)
i,0.76,CC(C)C(C)NC(=O)CN1C(=O)NC2(CCCCCC2)C1=O (stereo not drawn)
i,-1.6,CCOC(=O)/C(=C\c1ccccc1)NC(=O)c1ccccc1
i,-0.75,CCCC(=O)Nc1ccc2c(c1)nc(CN1CCN(C(C)=O)CC1)n2C
i,0.53,COc1ncccc1-c1nnn(-c2ccc(Cl)c(Cl)c2)n1
i,-1.1,CC1CCCN(C(=O)c2cc3c(-c4ccc(Cl)cc4)nn(C)c3s2)C1 (stereo not drawn)
i,0.66,CC(C)CC(=O)Nc1ccccc1N1CCCC1
i,-0.43,COc1ccccc1CC(=O)Nc1ccc2c(c1)CCC2
i,0.85,O=C(O)/C=C/C(=O)N1CCN(C(=O)/C=C/C(=O)O)CC1
i,-0.03,CCN(CC)CCCNC(=O)CNC(=O)c1nn(-c2ccc(OC)cc2)c(=O)c2ccccc12
i,0.89,CN(C)C(=O)/C(=C/c1ccc(-c2cccc([N+](=O)[O-])c2)o1)NC(=O)c1ccccc1
i,-2.7,Cc1cc([N+](=O)[O-])cc2c1NC(=O)C2(O)N1CCCC(C)C1 (stereo not drawn)
i,-1,COc1cc2cc(CN(CCc3ccccc3C)C(=S)NCCCN(C)C)c(=O)[nH]c2cc1OC
i,0.8,Cc1cc(C)c2c(-n3cccc3)c(C(=O)NNS(=O)(=O)c3ccccc3)sc2n1
i,0.27,Nc1cc(C(=O)N/N=C/c2cccc([N+](=O)[O-])c2)n[nH]c1=O
i,3.1,OCC(CO)(CO)NC(=S)Nc1cc(Cl)cc(Cl)c1
